# Compound activity as filed in PubChem.
# EBI2 antag – antagonists of human EBI2 receptor; AID 651636; 0.81% of 360,000 active; inhibition, % at 5 µM; P32249; EBI2 beta-arrestin recruitment, luminescence, 7a,25-OHC stimulated; in the data active = inhibition above about 38%;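 note: enzyme fragment complementation signal reports receptor beta-arrestin coupling in cells; 0% = agonist plus DMSO wells and 100% = wells without agonist; some results beyond the cut were filed as inactive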
# Target sequence (P32249 whole entry, looked up, the tested form may be a part): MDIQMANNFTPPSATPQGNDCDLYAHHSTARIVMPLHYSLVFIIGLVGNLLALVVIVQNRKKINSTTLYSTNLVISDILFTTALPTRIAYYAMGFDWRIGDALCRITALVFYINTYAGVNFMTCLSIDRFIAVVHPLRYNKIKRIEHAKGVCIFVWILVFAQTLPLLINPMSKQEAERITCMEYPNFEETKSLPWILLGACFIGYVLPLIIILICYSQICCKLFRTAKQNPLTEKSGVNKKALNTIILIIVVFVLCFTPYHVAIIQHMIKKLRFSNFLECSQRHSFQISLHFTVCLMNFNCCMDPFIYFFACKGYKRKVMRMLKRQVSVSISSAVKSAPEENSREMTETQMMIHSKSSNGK
# Numbers without * were called inactive. A portion of the library; the hit share may differ from the screen's.
# Sample of the layout:
SMILES,EBI2 antag
CCN1C(=O)[C@H]2[C@@H](c3ccc(OC)cc3)N[C@]3(CCCN(Cc4ccccc4)C3=O)[C@H]2C1=O,-4
Cc1ccc2nc(-c3ccccc3)c(Cc3cccc(F)c3)n2c1,7
COc1cc(F)ccc1-c1csc(C(C)(O)c2ccc(F)c(F)c2)n1 (stereo unspecified),16
Cc1ccc(NC(=O)CCS(=O)(=O)c2ccc3nc(C)sc3c2)c(C)c1,1
COc1ccccc1CNC(=O)C1CCCN1S(=O)(=O)c1ccc2c(c1)C(C)(C)C(=O)N2C (stereo unspecified),-2

# The list itself, from the start:
SMILES,EBI2 antag
CCN1C(=O)[C@H]2[C@@H](c3ccc(OC)cc3)N[C@]3(CCCN(Cc4ccccc4)C3=O)[C@H]2C1=O,-4
Cc1ccc2nc(-c3ccccc3)c(Cc3cccc(F)c3)n2c1,7
COc1cc(F)ccc1-c1csc(C(C)(O)c2ccc(F)c(F)c2)n1 (stereo unspecified),16
Cc1ccc(NC(=O)CCS(=O)(=O)c2ccc3nc(C)sc3c2)c(C)c1,1
COc1ccccc1CNC(=O)C1CCCN1S(=O)(=O)c1ccc2c(c1)C(C)(C)C(=O)N2C (stereo unspecified),-2
CCCCNC(=O)C1(C)CCCCN1C(=O)c1ccc2sccc2c1 (stereo unspecified),-3
CC1(C(=O)NS(=O)(=O)c2cccs2)CCN1C(=O)Cc1ccc(Cl)cc1Cl (stereo unspecified),3
COc1ccc(NC(=O)c2cc(C3CCCCN3S(=O)(=O)c3ccccc3)on2)c(C)c1 (stereo unspecified),-8
Cc1cccc(C)c1NC(=O)Nc1nc(C(N)c2ccccc2Cl)cs1 (stereo unspecified),-2
COc1ccc(C(C)NC(=O)C2CCN(CCOc3ccc(Cl)cc3Cl)CC2)cc1OC (stereo unspecified),-3
N#Cc1ccc(-c2nc3ccc(Br)cn3c2Cc2ccccc2C(F)(F)F)cc1,34
CCCCNC(=O)C1(C)CCCCCN1Cc1cccc2c(OC)cc(C(=O)OCC)cc12 (stereo unspecified),3
C#CCNC(=O)C[C@@H]1C[C@@]2(C(=O)OCC)CCCC=C2N(CCC2=CCCCC2)C1=O,4
Cc1ccc(C)c(C(O)c2ncc(-c3ccc(Cl)cc3)[nH]2)c1 (stereo unspecified),2
Cc1c(C(=O)N2CCCC(C)(C(=O)NS(=O)(=O)C3CC3)C2)oc2ccccc12 (stereo unspecified),-8
CSCCC(c1nc2ccccc2[nH]1)n1c(/C=C/c2ccc(F)c(F)c2)nc2ccccc21 (stereo unspecified),26
CCOC(=O)C1=CCC(c2ccccc2)N(S(=O)(=O)c2ccccc2C)C1 (stereo unspecified),3
COc1ccc(N2CCN(C(=O)c3[nH]c(C(F)(F)F)nc3-c3ccccc3)CC2)cc1,2
CN1CCN(C2CN(Cc3cn(Cc4ccc(C(F)(F)F)cc4)nn3)S(=O)(=O)C2)CC1 (stereo unspecified),-5
OC(c1cc(F)cc(Cl)c1)c1ncc(-c2ccc3ccccc3c2)[nH]1 (stereo unspecified),7
Cc1cc2nc(-c3ccc(F)cc3)c(Cc3cccc(Cl)c3)n2c(C)c1Br,-1
c1ccc2c(c1)ncn2-c1cncnc1,-8
CC[C@@H]1Cc2[nH][nH]c(=O)c2[C@@H](c2ccc(Cl)cc2)O1,-4
Cc1ccccc1S(=O)(=O)N(C)C[C@@H]1OCc2cn(nn2)CCCC(=O)N([C@H](C)CO)C[C@H]1C,-11
CC(=O)Nc1cc(-c2ccc(C(=O)N3CCOCC3)cc2)cn2c(-c3cccc(C(F)(F)F)c3)cnc12,23

# Next part:
SMILES,EBI2 antag
O=c1[nH][nH]c2c1C(c1ccc(F)cc1)OC(CCc1ccccc1)C2 (stereo unspecified),8
Cc1noc(C)c1NC(=O)Nc1ccc2c(c1)C(=O)N([C@H](C)CO)C[C@H](C)[C@H](CN(C)C(=O)NC1CCCCC1)OCCCC[C@@H](C)O2,-6
COc1cc(/C=C2\C(=O)N(c3cccc(C(=O)O)c3)N=C2C)ccc1OCc1ccccc1,1
CCc1nc2ccc(C(=O)N(C)Cc3ccco3)cn2c1N(C)CCCc1ccccc1,6
CC1(C(=O)NS(=O)(=O)c2cccs2)CCN1C(=O)Cc1ccc(-c2ccccc2)cc1 (stereo unspecified),-7
CN(CC(=O)Nc1cccc(F)c1)C(=O)Cc1ccsc1,8
CCCc1c(C(=O)N/N=C(\C)c2ccc3c(c2)OCO3)nnn1-c1nonc1N,5
OC1C2COC(O2)C2OC(c3ccccc3)OC12 (stereo unspecified),-3
Cc1cc(Cl)ccc1C(O)c1ncc(-c2cccc3ccccc23)[nH]1 (stereo unspecified),10
O=c1[nH][nH]c2c1[C@@H](c1ccc(F)cc1)O[C@H](C1CCCCC1)C2,-2
CC(C)NC(=O)C1(C)CCN1C(=O)c1ccc2c(c1)OCO2 (stereo unspecified),-2
Cc1ccc(OCc2nnn(CC(=O)NS(=O)(=O)c3c(C)noc3C)c2-c2ccccc2)cc1,-5
CCC1CCCCN1C(=O)COC(=O)c1cncc(Br)c1 (stereo unspecified),-3
NC(CCc1ccccc1)c1csc(Nc2ccc(C(=O)c3ccccc3)cc2)n1 (stereo unspecified),6
OC[C@@H]1CN(Cc2ccc3c(c2)OCO3)C[C@H](n2cnc3c(NC4CCCC4)ncnc32)O1,8
Cc1ccc([C@H]2C[C@@H](O)[C@H](n3cc(C4CC4)nn3)CN2C(=O)C2CCCCC2)cc1,0
COCc1c(C(=O)Nc2nnc(C3CC3)s2)oc2ccccc12,-9
COc1ccc(NC(=O)c2cc(-c3ccc(F)cc3OC(C)C)n[nH]2)c(OC)c1,21
OC(c1cccc(Cl)c1)c1ncc(-c2ccccc2Cl)[nH]1 (stereo unspecified),4
O=C(Nc1ccc(Oc2ccccc2)nc1)[C@H]1O[C@@H](n2ccc(=O)[nH]c2=O)[C@H](O)[C@@H]1O,-4
CCCCN(C=O)c1c(CC)nc2c(OCc3ccc(Cl)cc3Cl)cccn12,36
CCCCN(C(C)=O)c1c(CC)nc2ccc(C(=O)NCc3cccs3)cn12,-1
CSCCC(C(=O)NC(C)(C)C)n1c(-c2ccc(C)cc2)nc2ccccc21 (stereo unspecified),3
O=C(CS(=O)(=O)c1ccc(Cl)cc1)Nc1nccs1,-2
O=C(CSc1nc2c(cnn2-c2ccc(F)cc2)c(=O)[nH]1)N1N=C(c2cccs2)CC1c1ccc(F)cc1 (stereo unspecified),20

# Next part:
SMILES,EBI2 antag
Cc1cc(C)c2c(=O)n3c(nc2c1)C(Cc1ccccc1)NC(=O)c1cc2ccccc2cc1-3 (stereo unspecified),76*
CC(C)c1cccc(-c2csc(C(O)c3ccco3)n2)c1 (stereo unspecified),-18
Nc1nonc1-n1nnc(C(=O)N/N=C/c2ccco2)c1CSc1ccc(Cl)cc1,-6
CCc1ccc2c(F)cccc2n1,0
CCCCCCCCN1C(=O)[C@H](CC(=O)NCc2ccccc2)C[C@@]2(C(=O)OC)CCCCC=C12,9
O=C(C[C@@H]1C[C@H]2c3cc(NC(=O)C4CCC4)ccc3O[C@H]2[C@@H](CO)O1)NCc1ccc(-c2ccccc2)cc1,-1
COc1ccc(S(=O)(=O)N2CCCCC2c2cc(C(=O)Nc3ccc(OC)cc3C)no2)cc1 (stereo unspecified),6
Cc1nc(C(F)(F)F)ccc1C(=O)N1CCC1(C)C(=O)NS(=O)(=O)c1ccc2c(c1)CCO2 (stereo unspecified),-13
CCC(=O)N1Cc2cc(C(=O)NCC(F)(F)F)nc(-c3cccc(-c4cncnc4)c3)c2[C@H]1CCO,-3
C[C@H](CO)N1C[C@H](C)[C@@H](CN(C)C(=O)Cc2ccccc2)OCc2cnnn2CCCC1=O,-8
COc1ccc(-c2nc3ccc(Cl)cn3c2Cc2ccsc2)cc1OC,1
Cc1noc(C)c1COc1ccccc1C(=O)N1CCN(S(=O)(=O)c2ccc(C(C)C)cc2)CC1,-5
NS(=O)(=O)c1cc(Br)c2c(c1)S(=O)(=O)NCN2,4
Clc1cccc(-c2nc3c4ccccc4ccn3c2CC2CCCCC2)c1,-3
COc1ccccc1Cc1c(-c2ccc(C#N)cc2)nc2c(C)cc(Br)cn12,16
Nc1ccn([C@@H]2O[C@H](C(=O)N[C@H](CO)c3ccccc3)[C@@H](O)[C@H]2O)c(=O)n1,-18
O[C@H]1CN(CC2CCCCC2)[C@@H](c2ccc(Cl)cc2)C[C@@H]1n1cc(-c2ccc(F)cc2)nn1,16
NC(Cc1ccc(F)cc1)c1csc(Nc2ccc(C(=O)NCCCO)cn2)n1 (stereo unspecified),0
CC(=O)Oc1ccccc1Cn1c(C)c(C(=O)NCc2cccc(Cl)c2)sc1=O,2
CCc1nc2c(OCc3ccc(OC)cc3)cccn2c1N(C)C(=O)c1ccncc1,-9
Cc1cc(C)n2nc(SCC(=O)NC3(C#N)CCCCC3)nc2n1,-6
CC1(C(=O)NS(=O)(=O)c2ccc(F)cc2F)CCN1C(=O)Cc1ccccc1 (stereo unspecified),-4
Cc1cc2nc(-c3ccco3)c(Cc3cccc(F)c3)n2c(C)c1Br,7
NC(CSCc1ccccc1)C(=O)Nc1ccc([N+](=O)[O-])cc1 (stereo unspecified),6
CCOC(=O)C1(CCCc2ccccc2)CCN(C(=O)c2n[nH]c(CC)c2C)CC1,-5

# (further entries)
SMILES,EBI2 antag
CCCC(=O)N1CCC1(C)C(=O)NS(=O)(=O)c1cccc(F)c1 (stereo unspecified),-1
COCCNc1nc(NCc2ccc(NC(C)=O)cc2)c2sccc2n1,-3
CC1(C)CN(CCc2ccccc2)C(=O)[C@H]1CC(=O)Nc1ccccc1,2
Cc1ccc(S(=O)(=O)N2CCC(=O)c3ccccc32)cc1,-6
COc1ccc(C(C)C)cc1-c1cccc2nncn12,-7
O=C1CCc2cc(S(=O)(=O)Nc3cccc(Cl)c3)ccc2N1,-8
CCCNC(=O)c1cc(C2CCCN(C(=O)c3ccc4c(c3)CCO4)C2)on1 (stereo unspecified),-7
CC(=O)c1cccc(NC(=O)C2(C)Cc3c(-c4cccc(C(F)(F)F)c4)ccnc3O2)c1 (stereo unspecified),4
COCCN1C(=O)CCC1(C)C(=O)Nc1ccc2ccccc2c1 (stereo unspecified),-9
CCCS(=O)(=O)NC(=O)C1(C)CCCN(C(=O)C2(c3ccc(Cl)cc3)CCCC2)C1 (stereo unspecified),-6
CC(=O)NC(C)(c1ccccc1)c1nc(-c2ccc(F)c(Cl)c2)cs1 (stereo unspecified),23
CCCNC(=O)c1cc2c(c(-c3cccc(-c4ccc(F)cc4)c3)n1)[C@@H](CCO)N(S(=O)C(C)(C)C)C2 (stereo partly specified),-7
CCC(=O)N1CCC(C)(C(=O)Nc2ccc3c(c2)OCO3)C1 (stereo unspecified),0
O=C(N/N=C/c1c(O)ccc2ccccc12)C(=O)N1CCCC1,3
CN(C)CCNC(=O)c1cccc(-c2cnc3c(NC=O)cc(-c4cccc(C(F)(F)F)c4)cn23)c1,-2
C[C@H]1CN([C@@H](C)CO)S(=O)(=O)c2ccc(Br)cc2O[C@@H]1CN(C)C(=O)Nc1ccc2c(c1)OCO2,6
N#Cc1ccc(-c2nc3ccc(Br)cn3c2Cc2cccc(F)c2)cc1,37
CC(=O)Nc1ccc(NC(=O)C2CCN(S(C)(=O)=O)CC2)cc1,-5
CCOc1ccc2ccccc2c1CNCCCN1CCOCC1,-5
CC[C@H](C)/C=C(C)/C=C/c1cc2c(cn1)C(=O)[C@@](C)(OC(C)=O)C(O)=C2Cl,5
O=C1NC(O)CCN1C1CC(O)C(CO)O1 (stereo unspecified),-3
COC(=O)[C@H](NC(=O)c1cc(-c2ccccc2)sc1N)C(C)C,18
CCCNC(=O)C1(C)CCCN(C(=O)c2sccc2C)C1 (stereo unspecified),1
COc1ccc(OCCN2CCC(C(=O)NC(c3ccc(Cl)cc3)c3cccnc3)CC2)cc1 (stereo unspecified),16
COc1ncc(-c2ccc(N3C(c4ccsc4)=Cc4ccc(F)cc4C3CC(C)=O)cc2)cn1 (stereo unspecified),0

# Next entries follow.
SMILES,EBI2 antag
COc1ccc(C2=Nc3ccccc3N(C(=O)c3ccc(C)cc3)C2C(=O)NCc2ccccc2)cc1 (stereo unspecified),7
O=C(NCC(F)(F)F)c1[nH]c(C(F)(F)F)nc1-c1ccccc1,1
C[C@H]1CN([C@@H](C)CO)C(=O)CCCn2cc(nn2)CO[C@@H]1CN(C)C(=O)Nc1ccc(-c2cccs2)cc1,-13
Cc1cccc(C)c1-n1nnnc1C(c1ccnc2ccccc12)N1CCN(C(=O)OC(C)(C)C)CC1 (stereo unspecified),4
c1ccc(CCNc2cc(-c3ccc4ccccc4c3)nc3ccnn23)nc1,0
Cc1ccc(C(=Cc2ccc([N+](=O)[O-])cc2)C(=O)O)cc1,5
CCc1cnc(Nc2nc(C(N)Cc3ccc(Cl)cc3)cs2)nc1 (stereo unspecified),-1
COc1ccc(Cl)cc1-c1cc(C(=O)Nc2ccc(F)cc2)[nH]n1,20
CNC[C@@H]1OCc2ccccc2-c2ccccc2C(=O)N([C@@H](C)CO)C[C@@H]1C,-13
C[C@H](CO)N1C[C@H](C)[C@@H](CN(C)CC2CC2)OCc2cnnn2CCCC1=O,-6
Cc1noc(C)c1C(=O)N1CCC1(C)C(=O)NS(=O)(=O)Cc1cccc(Cl)c1 (stereo unspecified),-11
CCCCNC(=O)C[C@@H]1C[C@@]2(C(=O)OCC)CCCC=C2N(Cc2ccc3c(c2)OCO3)C1=O,3
O=C1Nc2ccccc2N=C(c2ccc3c(c2)OCO3)C1N(C(=O)c1ccc2ccccc2c1)C1CC1 (stereo unspecified),12

# A section from further up, for reference:
SMILES,EBI2 antag
COc1ccc(C2=Nc3ccccc3N(C(=O)c3ccc(C)cc3)C2C(=O)NCc2ccccc2)cc1 (stereo unspecified),7
O=C(NCC(F)(F)F)c1[nH]c(C(F)(F)F)nc1-c1ccccc1,1
C[C@H]1CN([C@@H](C)CO)C(=O)CCCn2cc(nn2)CO[C@@H]1CN(C)C(=O)Nc1ccc(-c2cccs2)cc1,-13

# In a second layout: entries from further up.
compound	EBI2 antag
CC(C)NC(=O)C1(C)CCN1C(=O)c1ccc2c(c1)OCO2 (stereo unspecified)	-2
Cc1ccc(OCc2nnn(CC(=O)NS(=O)(=O)c3c(C)noc3C)c2-c2ccccc2)cc1	-5
CCC1CCCCN1C(=O)COC(=O)c1cncc(Br)c1 (stereo unspecified)	-3
NC(CCc1ccccc1)c1csc(Nc2ccc(C(=O)c3ccccc3)cc2)n1 (stereo unspecified)	6
OC[C@@H]1CN(Cc2ccc3c(c2)OCO3)C[C@H](n2cnc3c(NC4CCCC4)ncnc32)O1	8
